Assay outcomes (PubChem)
SRC3 inh = human NCOA3 inhibition; 360,000 tested, 0.17% active; Q9Y6Q9; AID 588352; inhibition, % at 3.6 µM; HEK293 GAL4-SRC3 luciferase reporter, luminescence;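 active = inhibition above a per-campaign cutoff, the mean of all compounds plus 3 SD, cut at about 60% in these data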;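 also: 0% = DMSO-treated cells and 100% = gossypol-treated cells at 36 µM; higher means less SRC3-driven luciferase light from the GAL4 reporter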
MC4R antagonist = human MC4R antagonism in cAMP assay; P32245; AID 540295; inhibition, % at 6.5 µM; MC4R-expressing cells, MTII-stimulated cAMP, LANCE TR-FRET; 360,000 tested, 0.48% active;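 active = inhibition above its plate's cutoff, the mean of tested wells on that plate plus 3 SD, cut at about 29% in these data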;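 also: 0% = Melanotan II alone and 100% = Melanotan II plus saturating MCL0020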
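Material – human MC4R-expressing U2OS cells · Repeats – no replicates · Detection – TR-FRET with Eu-cAMP and labeled anti-cAMP, 671 nm · Times – compound 30 min, challenge 1 h, detection 1 h · Compound – single nominal compound dose of 6.5 µM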
LRH-1 inv ag = suppresses constitutive activity of human LRH-1; AID 602396; O00482; inhibition, % at 3.6 µM; HEK293T StAR-luciferase reporter, LRH-1 transfected, 24 h; 360,000 tested, 0.13% active;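 active = inhibition above the mean inhibition of all tested compounds plus 3 SD, cut at about 73% in these data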;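 also: 0% = DMSO wells and 100% = reporter-only cells lacking LRH-1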
MC4R barr agon = activates human MC4R beta-arrestin recruitment. P32245. U2OS MC4R beta-arrestin complementation, luminescence; percent of melanotan II response, DMSO zero. 360,000 tested, 0.98% active. activation, % at 8.9 µM;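 active = activation above a per-plate cutoff, the mean activation of sample wells on that plate plus 3 SD, cut at about 8% in these data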
SRC1 inh = inhibits human SRC1 coactivator; Q15788; HEK293 GAL4-SRC1 luciferase reporter, luminescence; inhibition, % at 3.6 µM; 360,000 tested, 0.12% active;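 active = inhibition above the campaign mean plus 3 SD, with each screening campaign given its own cutoff, cut at about 60% in these data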;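 also: 0% = DMSO treated cells and 100% = gossypol at 36 µM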
Target sequence (Q15788 whole entry, looked up, the tested form may be a part): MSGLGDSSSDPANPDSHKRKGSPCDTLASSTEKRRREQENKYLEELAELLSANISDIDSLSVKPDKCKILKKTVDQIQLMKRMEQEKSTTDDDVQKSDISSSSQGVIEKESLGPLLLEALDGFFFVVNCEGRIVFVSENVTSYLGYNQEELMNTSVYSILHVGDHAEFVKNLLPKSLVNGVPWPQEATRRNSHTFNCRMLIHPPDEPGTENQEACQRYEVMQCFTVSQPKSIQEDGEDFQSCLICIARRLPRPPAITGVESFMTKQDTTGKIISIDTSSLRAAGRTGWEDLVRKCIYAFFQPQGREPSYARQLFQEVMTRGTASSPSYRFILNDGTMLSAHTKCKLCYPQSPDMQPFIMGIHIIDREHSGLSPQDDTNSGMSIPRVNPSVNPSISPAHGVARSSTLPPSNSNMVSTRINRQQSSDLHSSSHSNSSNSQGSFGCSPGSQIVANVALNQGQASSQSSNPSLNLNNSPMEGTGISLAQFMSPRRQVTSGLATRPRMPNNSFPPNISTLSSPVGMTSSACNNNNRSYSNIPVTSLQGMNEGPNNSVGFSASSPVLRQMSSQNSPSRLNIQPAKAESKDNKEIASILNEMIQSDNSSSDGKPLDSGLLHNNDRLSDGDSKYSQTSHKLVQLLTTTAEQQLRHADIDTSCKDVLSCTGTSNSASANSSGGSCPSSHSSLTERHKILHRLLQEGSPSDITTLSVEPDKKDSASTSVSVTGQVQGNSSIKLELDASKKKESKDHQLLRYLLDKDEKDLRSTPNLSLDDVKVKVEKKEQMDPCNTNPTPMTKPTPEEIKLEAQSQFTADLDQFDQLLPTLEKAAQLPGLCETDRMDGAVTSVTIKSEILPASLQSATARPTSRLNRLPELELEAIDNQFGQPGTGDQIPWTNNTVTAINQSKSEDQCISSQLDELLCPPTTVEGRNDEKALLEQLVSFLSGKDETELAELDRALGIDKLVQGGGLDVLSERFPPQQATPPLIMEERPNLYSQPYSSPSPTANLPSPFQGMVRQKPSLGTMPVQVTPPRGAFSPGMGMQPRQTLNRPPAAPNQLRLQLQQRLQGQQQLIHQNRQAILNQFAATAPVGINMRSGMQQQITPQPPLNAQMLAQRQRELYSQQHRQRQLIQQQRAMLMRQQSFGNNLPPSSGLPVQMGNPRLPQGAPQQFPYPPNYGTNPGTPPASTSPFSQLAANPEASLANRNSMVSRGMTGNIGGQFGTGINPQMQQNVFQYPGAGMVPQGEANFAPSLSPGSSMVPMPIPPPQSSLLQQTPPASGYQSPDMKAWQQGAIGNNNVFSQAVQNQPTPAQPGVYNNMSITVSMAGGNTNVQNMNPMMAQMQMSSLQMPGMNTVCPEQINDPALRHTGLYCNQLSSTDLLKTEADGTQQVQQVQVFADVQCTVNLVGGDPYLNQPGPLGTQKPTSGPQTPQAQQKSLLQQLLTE
LMP1 NFkB inh = inhibitors of Epstein-Barr LMP1-induced NF-kappaB reporter; LMP1-induced NF-kappaB luciferase reporter cells, luminescence; inhibition, % at 12.5 µM; 350,000 tested, 0.69% active; AID 504558; in the data active = inhibition above about 41%;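 also: 0% = neutral control wells and 100% = reference inhibitor control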
TLR9-MyD88 inh = blocks human TLR9 binding to MyD88 | Q9NR96+Q99836 | inhibition, % at 4.98 µM | CHO BLA complementation TLR9-MyD88, CCF4 FRET ratio | 340,000 tested, 0.21% active | AID 504734;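 active = inhibition above the mean over all tested compounds plus 3 SD, cut at about 21% in these data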;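 also: 0% = DMSO only wells and 100% = clavulanate BLA inhibitor control wells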
NOD2-RIPK2 inh = blocks binding of human NOD2 to RIPK2; CHO BLA complementation NOD2-RIPK2, CCF4 ratio; O43353; 360,000 tested, 0.38% active; inhibition, % at 4.98 µM; AID 624267; in the data active = inhibition above about 21%;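 also: 0% = vehicle only and 100% = reference blocker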
NCOA2 inhibitor = inhibits human steroid receptor coactivator 2 | AID 651957 | HEK293 GAL4-SRC2 luciferase reporter, luminescence | inhibition, % at 9 µM | Q15596 | 370,000 tested, 0.17% active;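 active = inhibition above the mean inhibition of all tested compounds plus 3 SD, set per campaign, cut at about 52% in these data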;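 also: 0% = DMSO treated cells and 100% = cells given Gossypol at 36 µM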
ABHD5 PLIN5 PPI = ABHD5-PLIN5 protein interaction inhibition. Split G. princeps luciferase complementation, luminescence, 4 h. 360,000 tested, 0.78% active. inhibition, % at 4 µM;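 active = inhibition above the mean inhibition across every tested compound plus 3 SD, cut at about 22% in these data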;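 also: 0% = DMSO only wells and the 100% control is not disclosed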
COUP-TFII inh = blocks human COUP-TFII nuclear receptor. P24468. HEK293T NGFI-A luciferase reporter, luminescence. inhibition, % at 8.6 µM. 370,000 tested, 0.7% active. AID 686940;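 active = inhibition above a per-plate cutoff, mean inhibition of test wells between control levels plus 3 SD, cut at about 38% in these data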;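 also: cells cotransfected with COUP-TFII expression vector driving the NGFI-A reporter; 0% = median of COUP-TF2 test wells and 100% = reporter-only cells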
The depositor's hits bear a star; . = not tested or not shown. Some of the compounds tested (hit frequency here may not be typical).

SMILES	SRC3 inh	MC4R antagonist	LRH-1 inv ag	MC4R barr agon	SRC1 inh	LMP1 NFkB inh	TLR9-MyD88 inh	NOD2-RIPK2 inh	NCOA2 inhibitor	ABHD5 PLIN5 PPI	COUP-TFII inh
O=C(/C=C/c1ccc(-c2ccccc2)cc1)NCc1cccnc1	-34	-5	-12	-2.0	-20	-2	-7	5	-3	3	-16
Cc1ccc(/C=C2/SC(=S)N(CCC(=O)NCCCN3CCOCC3)C2=O)cc1	-11	-7	-4	-5.0	4	-5	-2	-8	-36	-2	6
O=C(COC(=O)c1cccc(S(=O)(=O)N2CCCC2)c1)Nc1ccccc1C(F)(F)F	5	6	-23	-3.9	1	9	0	-2	-14	4	-1
O=C(C1CCC(=O)N1Cc1cccs1)N1CCOCC1 (configuration not stated)	14	19	-6	0.3	-12	-5	2	-1	6	0	0
Cc1ccc2c(c1)sc1nncn12	-26	-1	2	-1.9	-7	-1	-2	6	-13	-2	-15
Cc1ccc(-n2nc3c(N4CCC(C(=O)NCCc5ccccc5C)CC4)nnc(C)c3c2C)cc1	14	6	12	16*	-6	-3	-2	-13	.	3	.
CCOC(=O)C1CCN(C(=O)c2cc3ccccc3oc2=O)CC1	8	4	-1	-1.8	-2	-6	-1	-3	-1	1	-15
C[C@H](c1ccccc1)N1C[C@@H](COCc2ccccc2)Oc2cc(N3CCC[C@@H]3CO)ccc2S1(=O)=O	.	.	-11	.	.	.	.	-6	-12	6	10
O=C1C2C3CCC(C3)C2C(=O)N1c1ccc(OS(=O)(=O)c2ccccc2)cc1 (configuration not stated)	-47	3	-93	4.1	-81	-23	1	13	-3	14	-13
O=C(Cc1ccc(F)cc1)N(c1ccccc1)C1C=CS(=O)(=O)C1 (configuration not stated)	8	10	-18	-1.1	-3	-19	12	8	4	-4	-2
Nc1nnc(-c2ccc(Cl)cc2)o1	12	-3	-4	-2.6	-6	-5	-15	-14	5	-1	-1
COc1ccc(/C=[N+](\[O-])C2N(c3ccccc3)C(=S)SC2(C)C)cc1OC (configuration not stated)	18	1	11	-2.4	11	3	-4	-11	-12	-1	-32
CC(C)(C)C(=O)CSc1nc2c(c(-c3cccs3)c1C#N)CCC2	-2	18	-11	-0.4	9	-18	2	-9	1	-2	-5
COc1ccc(S(=O)(=O)N2CCOCC2)cc1NC(=O)Cc1sc(C)nc1-c1ccc(F)cc1	2	6	5	-2.5	-27	5	0	-1	-7	4	-8
COCc1cccc(-c2csc(C(NC(C)=O)c3cccc(F)c3)n2)c1 (configuration not stated)	-5	5	26	0.0	7	.	.	0	-10	1	-10
O=C(N/N=C/c1ccccn1)c1cccs1	-49	0	-85	-1.9	-64	-13	6	3	-7	-4	-44
CC(=O)Nc1ccc(-c2ccnc3c2CC(C(=O)Nc2cccc(Oc4ccccc4)c2)O3)cc1 (configuration not stated)	-1	8	-12	-2.8	11	.	.	-6	12	8	6
COc1ccc(NC(=O)C2CC3CCC2C3)c(OC)c1 (configuration not stated)	9	-5	-6	-0.8	13	.	.	-36	-16	2	-7
CCOC(=O)C1=CCN(S(=O)(=O)c2ccc(C)cc2)C1c1ccc(CC)cc1 (configuration not stated)	13	.	6	.	6	.	.	-15	12	-1	11
Cc1c(C(=O)N2CCCCC2)c(S(=O)(=O)N2c3ccccc3CC2C)c(C)n1C (configuration not stated)	-4	8	-23	-1.0	8	1	-1	-4	-25	-8	2
O=C(O)Cc1c[nH]c2ccccc12	-5	6	16	-0.8	-10	-1	-1	-4	-1	9	-9
CCOc1ccc(OCc2ccc(C(=O)Nc3cccnc3)o2)cc1	-42	-2	-32	1.4	-41	-19	6	0	-36	6	-13
COc1ccc(-c2nc(C)ncc2-c2ccc(Cl)cc2)c(O)c1	-12	-5	0	3.6	-4	8	-6	1	-1	-14	9
COc1ccc2c(=O)c(-c3ccc(OC)c(OC)c3)coc2c1	-35	0	-97	-0.9	-61	-13	-2	-7	-65	1	-30
CCCCc1nc2ccccc2n1Cc1nnc2n1-c1ccccc1SC2	10	2	11	1.6	-4	0	-36	0	-12	0	-20
Cc1ccccc1C(=O)NC1CCN(CC(=O)Nc2ccc3c(c2)OCCO3)CC1	15	1	11	-3.2	-6	23	1	5	21	1	6
O=C(COC(=O)c1sc2ccccc2c1Cl)NC1CCCCC1	3	11	-3	0.7	-11	-14	-21	-2	19	0	-13
CCN(CC)S(=O)(=O)c1ccc(OCC(=O)NCc2ccco2)cc1	-27	-1	-14	4.6	-2	-1	5	-4	-9	10	7
NNC(=O)CNC(=O)CNS(=O)(=O)c1ccccc1	4	29*	3	-3.8	-21	1	3	-7	-42	-4	14
Cc1ccc2[nH]c3c(NCc4ccco4)ncnc3c2c1	-22	5	-61	-0.9	-41	4	-3	2	-2	3	47*
CN(Cc1ccccc1)C1CC(=O)N(c2ccc(C(=O)O)cc2)C1=O (configuration not stated)	-19	19	-13	0.8	9	-9	4	-4	-3	6	10
COc1ccccc1CN(C)C(=O)c1cccc(S(=O)(=O)N2CCCC2)c1	-7	2	4	-0.9	-15	-1	9	-3	-12	-7	-4
O=C1CC(=Nc2ccccc2)NN1c1ccccc1	-4	1	-4	2.2	-7	-9	-2	-7	-2	3	2
CC(=O)O[C@H]1CSC[C@H]1NC(=O)c1ccccc1	10	5	10	0.9	1	-6	0	-14	-20	0	-9
CCOC(=O)[C@H]1[C@H]2COc3ccccc3[C@@H]2N2C(=O)c3ccc(C)cc3NC(=O)[C@@]12C	9	5	17	-0.8	-19	3	-6	-2	-9	-4	0
CCOC(=O)Nc1sc(C)c(C)c1C(=O)OCC	14	-6	0	10*	-2	2	0	1	-10	8	2
O=C(CN1CCOCC1)Nc1cccc([N+](=O)[O-])c1	-4	2	10	1.0	4	3	12	-12	-2	2	4
COc1ccc(S(=O)(=O)N2CCCN(CC(=O)Nc3ccc(NC(C)=O)cc3)CC2)cc1	0	-2	11	-1.4	-22	4	7	0	-1	6	14
C=CCc1ccc(OCc2ccc(C(=O)Nc3ccc(NC(C)=O)cc3)o2)c(OC)c1	-73	1	-56	-0.6	-86	-25	-7	10	-14	4	-6
CCc1nc2ccc(C(=O)NCCOc3ccc(OC)cc3)cn2c1N(CCC(C)C)CCN(C)C	-12	1	7	-1.6	-11	.	.	5	-6	10	-10
COc1cc(C(=O)OCC(=O)c2c[nH]c3ccccc23)ccc1OCC(=O)N1CCOCC1	6	-5	-8	2.7	-23	9	-1	-4	1	9	-4
Cc1ccc2c(c1)N(CC(=O)NC1CCCC1)C(=O)c1cccnc1O2	18	14	-5	-0.1	-39	1	-9	5	-20	-7	-18
CC(C)C(=O)Nc1ccc2c(c1)nc(CCN1CCN(c3ccccc3)CC1)n2C	14	-4	19	-1.5	7	3	2	3	2	-1	12
CCOC(=O)c1cccnc1SCC(=O)Nc1ccc(C)cc1	-35	0	-28	-1.1	-34	-5	-10	-4	-7	-1	15
Cc1ccc(N(CC(=O)N2CCCCCC2)S(=O)(=O)c2ccccc2)cc1	-5	1	-2	-0.4	-44	-4	4	-9	7	-4	-9
CCOC(=O)N1CCN(C(=O)c2ccc3c(=O)n(CCc4ccc(OC)c(OC)c4)c(=O)[nH]c3c2)CC1	-4	2	12	-1.8	8	-1	3	-2	-7	-2	-8
O=C1c2ccccc2CN1CCNC(=S)NC1CCCCC1	-7	13	-23	-1.7	-31	49*	-1	0	-23	-1	-17
Cc1ccc(S(=O)(=O)N(c2cccc(C)c2)C2CCS(=O)(=O)C2)cc1 (configuration not stated)	-10	2	1	-2.3	8	0	-6	0	17	-6	12
Cc1ccccc1C(=O)NC(=S)Nc1ccccc1N1CCCC1	10	4	0	2.2	-11	-20	7	-6	6	-19	-14
O=C(Nc1ccc(Br)cn1)c1cccc2ccccc12	-17	-19	-8	-0.2	-4	-2	9	9	-54	-4	-20
CN(C(=O)c1ccc(NC(=O)Cc2ccc(NC(=O)C3CCCN(C(=O)CCc4ccccc4)C3)cc2)cc1)C1CCCC1 (configuration not stated)	11	6	19	-1.4	-6	7	5	-7	13	8	33
O=C(NNC(=O)c1ccc[nH]1)c1cccc(C(F)(F)F)c1	8	1	3	1.4	-16	5	1	-9	-4	-2	-6
O=C(CSc1nnc(CNC(=O)c2c(F)cccc2Cl)o1)NCc1ccccc1	6	-6	5	2.0	-2	3	-5	-7	-20	4	6
Cc1cccc(N2CC(O)=C(c3nc4ccccc4n3C)C2=N)c1	5	-3	-8	-0.2	-14	3	3	-16	-8	0	8
Cn1c(=O)oc2cc(S(=O)(=O)N3CCCC(C(=O)Nc4nccs4)C3)ccc21 (configuration not stated)	-6	17	-3	0.6	-19	4	-3	-1	-14	1	-2
O=S(=O)(Nc1ccc(S(=O)(=O)N2CCCC2)cc1)c1ccccc1Br	16	2	2	-3.7	1	5	1	1	21	12	-16
COc1ccccc1Cc1c(-c2ccc(F)cc2)nc2ccc(Br)cn12	-50	.	-13	.	-38	.	.	-9	-9	1	-19
O=[N+]([O-])c1ccc(/C=N/N2CCCCC2)cc1	-60	2	-71	0.7	-87	-58	-4	-7	-42	-6	-31
COc1ccc(-n2nc3ccc(N)cc3n2)cc1Cl	-46	-4	-29	-0.9	-91	3	6	0	26	1	-8
CC(c1ccccc1)N1CC(C(=O)N2CCN(Cc3ccc(C#N)cc3)CC2)CC1=O (configuration not stated)	-24	2	5	-4.0	-4	4	4	2	13	-4	10

Given with the structure last: 2 of the compounds above.
SRC3 inh	MC4R antagonist	LRH-1 inv ag	MC4R barr agon	SRC1 inh	LMP1 NFkB inh	TLR9-MyD88 inh	NOD2-RIPK2 inh	NCOA2 inhibitor	ABHD5 PLIN5 PPI	COUP-TFII inh	SMILES
10	4	0	2.2	-11	-20	7	-6	6	-19	-14	Cc1ccccc1C(=O)NC(=S)Nc1ccccc1N1CCCC1
-4	2	12	-1.8	8	-1	3	-2	-7	-2	-8	CCOC(=O)N1CCN(C(=O)c2ccc3c(=O)n(CCc4ccc(OC)c(OC)c4)c(=O)[nH]c3c2)CC1

Additional records:
SMILES	SRC3 inh	MC4R antagonist	LRH-1 inv ag	MC4R barr agon	SRC1 inh	LMP1 NFkB inh	TLR9-MyD88 inh	NOD2-RIPK2 inh	NCOA2 inhibitor	ABHD5 PLIN5 PPI	COUP-TFII inh
O=C(COC(=O)c1ccc(OC(F)(F)F)cc1)Nc1ncccn1	13	-9	0	0.5	5	2	-1	-4	6	10	-3
COc1cc(CC(=O)N2CCN(C(=O)C3CCCO3)CC2)cc(OC)c1OC (configuration not stated)	2	6	25	-0.2	-4	1	-9	-7	-54	5	-10
Cc1ccc(S(=O)(=O)c2nc(S(=O)(=O)c3ccc(C)cc3)c(NCc3ccco3)s2)cc1	20	6	8	0.0	9	-8	3	-5	.	-3	.
O=C(NCCO)/C(=C/c1ccco1)NC(=O)c1ccco1	0	5	6	-2.0	-4	3	-1	-4	-21	6	-13
COc1ccc(O)c(C(=O)c2cnc3c(c2)c(-c2ccc(F)cc2)c(C#N)c(=O)n3C)c1	3	9	-3	0.6	-6	4	-19	-2	-16	1	14
